# USP1 inh = Inhibitors of USP1/UAF1: Primary Screen; Potency, µM (doses to about 57.1 µM), for the others: top-dose activity change, negative = inhibition, actives largely listed as inhibitors; recombinant USP1/UAF1, Ub-Rhodamine cleavage fluorescence; 0.23% of 390,000 active; further: on the % scale 0 is the no-effect control and ±100 the full control effect; nearly all actives have a fitted effect of over 60% in size; inactives centre near -12
#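 USP1/UAF1 complex (1 nM) preincubated 15 min at room temperature with compound, then Ub-Rho substrate (150 nM final) added. Kinetic fluorescence at 480/540 nm over 6 reads at 60 s intervals; 50 mM HEPES pH 7.8, 0.5 mM EDTA, 0.1 mg/ml BSA, 1 mM TCEP, 0.01% Tween-20.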
# Vif-APOBEC3G blk = qHTS for Inhibitors of Vif-A3G Interactions: qHTS. DNA dC->dU-editing enzyme APOBEC-3G (Homo sapiens), Q9HC16. HeLa A3G-eYFP + Vif (tagged APOBEC3G with the HIV-1 protein that degrades it), YFP fluorescence, overnight. Potency, µM (series often up to 46.1 µM), without a hit: top-dose activity, negative = active, most hits filed as inhibitors. 0.076% of 410,000 active;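 further: on the % scale 0 is the no-effect control and ±100 the full control effect; nearly all actives have a fitted effect of over 60% in size; hits raise eYFP signal because A3G escapes Vif-driven loss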
#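 Read-out is eYFP fluorescence (Ex 488/Em 500-530) from Vif-expressing HeLa A3G-eYFP cells; more signal means A3G escaped Vif-mediated degradation. Cells plated overnight, compound pinned in, incubated overnight at 37 deg C.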
# rTrxR1 inhibitor = qHTS Assay for Inhibitors of Mammalian Selenoprotein Thioredoxin Reductase 1 (TrxR1): qHTS; Thioredoxin reductase 1, cytoplasmic (Rattus norvegicus), O89049; recombinant rTrxR1, NADPH fluorescence consumption, selenite substrate; Potency, µM (doses to about 114 µM), for inactives: at the top dose activity change, negative = inhibition, most hits filed as inhibitors; 1% of 390,000 active; further: on the % scale 0 is the no-effect control and ±100 the full control effect; nearly all actives have a fitted effect of over 65% in size
# Target sequence (O89049 whole entry, looked up): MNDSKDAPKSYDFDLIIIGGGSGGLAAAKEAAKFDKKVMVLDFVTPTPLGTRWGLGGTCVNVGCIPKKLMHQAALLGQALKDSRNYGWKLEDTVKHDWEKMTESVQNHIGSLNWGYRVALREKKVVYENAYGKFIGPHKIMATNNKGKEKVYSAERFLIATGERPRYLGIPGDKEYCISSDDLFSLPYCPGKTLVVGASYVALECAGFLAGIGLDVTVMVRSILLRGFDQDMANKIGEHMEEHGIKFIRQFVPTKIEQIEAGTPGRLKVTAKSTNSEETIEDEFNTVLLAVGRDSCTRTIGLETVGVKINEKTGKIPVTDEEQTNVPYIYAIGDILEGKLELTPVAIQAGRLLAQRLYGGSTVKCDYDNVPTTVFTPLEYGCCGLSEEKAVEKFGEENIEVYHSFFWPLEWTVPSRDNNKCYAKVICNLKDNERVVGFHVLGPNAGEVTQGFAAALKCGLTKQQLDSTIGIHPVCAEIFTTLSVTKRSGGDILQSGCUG
#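 Rat TrxR1 (90 nM in the dispensed reagent) was pre-reduced with 400 uM NADPH for 5 min at room temperature, then incubated with compound for 15 min. After 400 uM selenite was added, NADPH fluorescence (Ex 340/Em 450 nm) was followed for 8 min.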
# RGS4 inh = Inhibitors of Regulator of G Protein Signaling (RGS) 4: qHTS | 0.039% of 390,000 active | Transcreener GDP fluorescence polarization, RGS4-accelerated GTP hydrolysis | Regulator of G-protein signaling 4 (Homo sapiens), P49798 | Potency, µM (top dose mostly 114 µM), for the others: top-dose activity change, negative = inhibition, actives largely listed as inhibitors | AID 504845, 2011; further: on the % scale 0 is the no-effect control and ±100 the full control effect; nearly all actives have a fitted effect of over 75% in size; some results filed as inactive show a strong effect at the top dose
#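 MLSMR compounds (23 nl, pin-transferred) preincubated 10 min at room temperature with a 500nM (2x) first reagent, then RGS4 at 900nM (2x) plus Transcreener GDP mix added; fluorescence polarization (620/688 nm) read before and after 90 min at 30 °C.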
# RXFP1 agonist = qHTS Assay for Agonists of the Relaxin Receptor RXFP1; Relaxin receptor 1 (Homo sapiens), Q9HBX9; HEK293T-RXFP1 cAMP TR-FRET, 30 min; response scale: percent of porcine relaxin response, buffer zero; Potency, µM (highest dose often 57.5 µM), for inactives: at the highest dose activation, usual class: activators; 0.3% of 370,000 active; further: on the % scale 0 is the no-effect control and ±100 the full control effect; nearly all actives have a fitted effect of over 60% in size; many of its hits are not listed in these tables
#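 Agonist response is measured as cAMP accumulation in an RXFP1-transfected HEK293T line under PDE4 inhibition. Values are scaled between buffer-only and 29 nM porcine relaxin, and EC50s come from standard Hill equation fits.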
# mIDH1 inhibitor = qHTS for Inhibitors of mutant isocitrate dehydrogenase 1 (IDH1): qHTS; Potency, µM (doses to about 76.6 µM), for the others: top-dose activity change, negative = inhibition, most hits filed as inhibitors; AID 602179, 2012; 0.093% of 390,000 active; Isocitrate dehydrogenase [NADP] cytoplasmic (Homo sapiens), O75874; IDH1-R132H enzyme, NADPH consumption, diaphorase/resazurin fluorescence; further: on the % scale 0 is the no-effect control and ±100 the full control effect; nearly all actives have a fitted effect of over 65% in size
# Target sequence (O75874 whole entry R132H, stated change not applied): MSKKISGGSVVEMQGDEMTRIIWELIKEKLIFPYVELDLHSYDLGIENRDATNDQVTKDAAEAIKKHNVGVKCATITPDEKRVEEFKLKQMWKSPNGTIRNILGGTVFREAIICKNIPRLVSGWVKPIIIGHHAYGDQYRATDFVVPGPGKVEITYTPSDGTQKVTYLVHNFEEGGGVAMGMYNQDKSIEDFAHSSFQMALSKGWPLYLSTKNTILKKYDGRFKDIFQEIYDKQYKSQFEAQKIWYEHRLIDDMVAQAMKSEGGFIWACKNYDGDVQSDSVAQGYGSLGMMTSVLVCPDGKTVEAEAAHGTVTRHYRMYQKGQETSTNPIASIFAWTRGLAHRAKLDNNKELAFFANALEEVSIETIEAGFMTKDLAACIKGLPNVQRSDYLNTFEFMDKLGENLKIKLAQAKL
#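 IDH1-R132H (0.5 ug/mL dispensed) in pH 7.5 Tris buffer was preincubated 30 min with compound, then given a substrate mix of 0.016 mM NADPH and 2 mM alpha-KG for 80 min at room temperature; remaining NADPH was read by diaphorase/resazurin fluorescence.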
# TrxR1 substrate = qHTS Assay for Substrates of Mammalian Selenoprotein Thioredoxin Reductase 1 (TrxR1): qHTS. 0.01% of 390,000 active. Thioredoxin reductase 1, cytoplasmic (Rattus norvegicus), O89049. purified TrxR1 substrate turnover, NADPH consumption readout. Potency, µM (doses to about 114 µM), for inactives: at the highest dose activity change, negative = substrate turnover; further: on the % scale 0 is the no-effect control and ±100 the full control effect; nearly all actives have a fitted effect of over 50% in size
#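 Rat TrxR1, dispensed at 90 nM, was prereduced with 400 uM NADPH (final) for 5 min at ~22 deg C, then incubated with compound 15 min before 400 uM selenite. A first-read NADPH fluorescence drop versus no-compound background flagged substrates.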
# Vif-A3F inh = qHTS for Inhibitors of Vif-A3F Interactions: qHTS. HeLa A3F-eYFP + Vif (tagged APOBEC3F with the HIV-1 protein that degrades it), YFP fluorescence increase. Potency, µM (highest dose often 46.1 µM), without a hit: at the highest dose activity, negative = active. 0.2% of 390,000 active; further: % of control where 0% means no effect; nearly all actives have a fitted effect of over 65% in size
#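 HeLa cells stably expressing Vif plus C-terminally eYFP-tagged A3F were seeded, incubated overnight at 37 deg C, dosed with compound, incubated overnight again at 37 deg C. Yellow fluorescence (Ex 488/Em 500-530) reported blocked Vif-mediated A3F-eYFP degradation.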
# ALOX12 inh = Primary qHTS assay for inhibitors of human arachidonate 12S-lipoxygenase (ALOX12): Round 2; Potency, µM (doses to about 108 µM), for the others: at the top dose activity change, negative = inhibition, most hits filed as inhibitors; AID 1671190, 2021; Polyunsaturated fatty acid lipoxygenase ALOX12 (Homo sapiens), P18054; purified 12hLO, xylenol orange hydroperoxide absorbance; 1.1% of 580,000 active; further: on the % scale 0 is the no-effect control and ±100 the full control effect
#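 Purified human 12hLO (150 nM final) in 25 mM Hepes, 0.01% Triton X-100, pH 7.0 was preincubated 15 min at room temperature with compound. Then 40 uM arachidonic acid was added, 30 min. Hydroperoxide was read by Fe-XO absorbance ratio 573/405 nm.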
# * = called active by the depositor; ? = inconclusive; . = not tested or not shown; [ ] = dose if it differs, or a comment. The call rests on the fitted dose curve; in most records, active means well fitted curve in the direction sought with a large enough effect; inconclusive means small, poorly fitted or top-dose-only effect, or another doubt; inactive means no such curve, though single readings can be large; an effect the other way counts as inactive or inconclusive. Potency means the concentration at half of the fitted maximal effect.
SMILES,USP1 inh,Vif-APOBEC3G blk,rTrxR1 inhibitor,RGS4 inh,RXFP1 agonist,mIDH1 inhibitor,TrxR1 substrate,Vif-A3F inh,ALOX12 inh
O=C(O)c1ccc(NC(=O)c2cn(-c3ccccc3)nc2-c2ccc(F)cc2)cc1,-27%,1%,20%,-13%,1.1%,0%,2%,11%,-12%
O=C(c1sc(N2CCOCC2)nc1-c1ccccc1)N1CCCCC1,-16%,0%,10%,-20%,0.9%,1%,5%,2%,0%
C[C@H](O)[C@@H]1C(=O)N2CCc3c([nH]c4ccccc34)[C@@H]2C[C@@H]1N(C)S(=O)(=O)c1ccccc1,-2%,-8%,.,.,.,-7%,.,-1%,?
O=C(COC(=O)c1cc(S(=O)(=O)N2CCOCC2)c(Cl)cc1Cl)c1ccc[nH]1,-15%,0%,10%,3%,-2.8%,5%,-5%,-12%,9%
Cc1ccc2c(c1)=N/C(=N\c1[nH]c(O)c3ccccc13)N=2,-1%,-20%,.,.,.,-3%,.,-12%,-3%
COc1ccccc1C(=O)OCC(=O)c1ccc(CNC(C)=O)s1,-9%,0%,22%,-4%,.,2%,4%,-1%,17%
Cc1cc(C(=O)COC(=O)c2ccco2)c(C)n1Cc1ccco1,0%,-1%,23%,21%[56.9 µM],1.2%,2%,9%,-1%,-6%
O=[N+]([O-])c1ccccc1OCC(O)CNC1CCCC1 (configuration not stated),-20%,-2%,10%,7%[11.4 µM],0.0%,1%,4%,3%,-1%
Cc1ccc(Cc2nc3ccccc3[nH]2)cc1,-19%,0%,8%[57.1 µM],1%,-2.0%,7%,14%[57.1 µM],-5%,0%
CCOc1ccccc1NC(=O)CSc1nnc(-c2cccnc2)o1,-7%,-2%,26%[57.1 µM],-30%,-0.5%,10%,7%[57.1 µM],0%,-9%
CSc1nnc(NC(=O)c2nc(S(=O)(=O)Cc3ccccc3)ncc2Cl)s1,-13%,-6%,32µM*,?,-0.2%,3%,-8%,-7%,-8%
COc1ccc(S(=O)(=O)N(C)c2ccc(C(=O)N3CCC(C(N)=O)CC3)cc2)cc1OC,-4%,2%,12%,-21%,1.0%,-3%,-2%,6%,-10%
Cn1cc(/C=N/NC(=O)COc2ccccc2[N+](=O)[O-])c2ccccc21,-10%,-20%,-1%,18%,0.1%,6%,-14%,-12%,9%
CCN(CC)c1ccc(/C=N/NC(=S)NCc2ccccc2)c(O)c1,-12%,-22%,?,-43%,0.1%,9%,-9%,?,?
CCCCN(CCCNC(=O)C1CCCN(S(=O)(=O)CCC)C1)Cc1ccccc1 (configuration not stated),-11%,4%,18%,3%,-0.9%,3%,4%,-15%,3%
COCC(C)n1c(SCC(=O)NC2CCCCC2)nc2ccccc2c1=O (configuration not stated),-24%,-5%,.,.,.,14%,.,5%,2%
COc1ccccc1N1CCN(C(=O)CCNS(=O)(=O)c2cc(Br)cnc2N)CC1,-7%,2%,-3%,21%[11.4 µM],-0.5%,8%,-3%,-10%,-1%
CCN1C(=O)[C@H]2[C@@H](c3ccc(C)cc3)N3C(=O)N(c4cccc(Cl)c4)C(=O)[C@@]3(Cc3ccccc3)[C@H]2C1=O,-9%,-7%,20%[57.1 µM],-19%,0.2%,-13%,-7%,8%,-11%
O=C(OCC(=O)N1CCCCC1)c1n[nH]c(=O)c2ccccc12,-18%,3%,-5%[57.1 µM],8%,3.4%,0%,-2%[57.1 µM],6%,4%
CCCc1nc(SCc2ccc(OCC)cc2)n[nH]1,-19%,0%,11%,-16%[56.9 µM],-3.4%,-8%,-2%,4%,-2%
Cc1cc(/C([O-])=C(/C(=S)Nc2ccc(F)cc2)[n+]2ccccc2)c(C)n1-c1ccc(F)cc1,-10%,4%,-25%,-41%,3.9%,-6%,-11%,-5%,?
Cc1csc2c(=O)sc(NC(=O)c3cccs3)nc12,?,-15%,19%[57.1 µM],?,?,5%,9%[57.1 µM],-1%,16%
CCOc1cccc(/C=N/NS(=O)(=O)c2ccc(C)c([N+](=O)[O-])c2)c1O,-13%,1%,4%[57.1 µM],12%,4.7%,7%,2%[57.1 µM],8%,6%
C=CCNc1nc(Nc2ccc(Cl)cc2)nc(OC)n1,?,1%,0%[57.1 µM],13%,-1.6%,15%,2%,-12%,40µM*
COc1cc(/C=C/C(=O)O)ccc1S(=O)(=O)N1CCCc2ccccc21,-11%,-1%,3%,16%,0.7%,3%,-3%,-1%,-1%
CCOCCCNC(=O)C1(O)c2cc(Br)ccc2NC(=O)N1c1ccc(OCC)cc1 (configuration not stated),-8%,5%,-25%,7%,2.2%,-4%,-18%,0%,52%[activator]
N/C(CN1CCCCC1)=N\S(=O)(=O)c1cc(Cl)cc(Cl)c1,-6%,1%,32%,13%,0.8%,5%,11%,0%,4%
Cc1ccccc1NC(=O)c1ccccc1O,-13%,2%,2%,22%,1.0%,14%,8%,-5%,-11%
O=C(O)c1ccc2nc(-c3ccccc3)sc2c1,-2%,3%,-11%,0%,3.2%,0%,-1%,4%,-16%
CCOC(=O)N1CCN(S(=O)(=O)c2cc(C)c(C)cc2C)CC1,-7%,-1%,-2%,-17%,0.5%,-4%,-7%,-3%,23%
COc1ccc(C2=NCC(CSc3nnnn3C)S2)cc1 (configuration not stated),-19%,?,0%,-34%,1.2%,4%,-2%,0%,0%
COCCNC(=O)Cn1nc(-c2ccccc2C)ccc1=O,-3%,-10%,15%,18%,0.4%,0%,-1%,0%,10%
COc1ccc2c(c1)sc1nc(-c3ccccc3)cn12,-25%,?,0%,-46%,0.1%,18%,-7%,5%,-2%
CCNC(=O)COC(=O)c1ccc(-n2nc(C)cc2C)cc1,-2%,3%,8%[57.1 µM],11%,0.5%,5%,3%[57.1 µM],1%,1%
CCN(CC)CCNc1cccc2sc3ccccc3c(=O)c12,?,2%,.,.,.,5%,.,-14%,0%

# These rows are one share of the data. The share of hits here may be higher or lower than overall.
